High-throughput results from PubChem BioAssay.
14-3-3 Bad PPI: disrupts binding of bovine 14-3-3 zeta to phospho-Bad peptide; 220,000 tested, 0.71% active; TR-FRET 14-3-3zeta/Dy647-pBad peptide displacement, 1 h; inhibition, % at 21.7 µM; AID 781; P63103;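 active = inhibition above about 70%, limit read from the data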;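 also: 0% = full 14-3-3 plus peptide FRET controls and 100% = background without 14-3-3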
Target sequence (P63103 whole entry, looked up): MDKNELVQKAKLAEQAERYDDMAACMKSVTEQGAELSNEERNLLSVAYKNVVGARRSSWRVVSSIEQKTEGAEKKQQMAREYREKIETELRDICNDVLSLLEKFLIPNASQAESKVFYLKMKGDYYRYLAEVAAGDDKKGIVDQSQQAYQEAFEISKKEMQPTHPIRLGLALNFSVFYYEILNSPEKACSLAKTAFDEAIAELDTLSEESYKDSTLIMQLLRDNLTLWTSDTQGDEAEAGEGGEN
thrombin 1536: thrombin (human) inhibition. inhibition, % at 5 µM. 220,000 tested, 0.26% active. alpha-thrombin, Boc-VPR-AMC fluorogenic substrate cleavage. P00734;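 active = inhibition at or above 40%; inactive = inhibition below 40%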;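 also: 0% = enzyme with no compound and 100% = wells without enzyme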
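Material: human alpha-thrombin enzyme / Medium: pH 7.5 Tris (50 mM) with NaCl 150 mM, Tween 20 0.05% / Compound: single-point dosing at 5 µM, 0.2% DMSO / Incubation: enzyme reaction carried out at room temperature / Detection: AMC fluorescence, 355/460 nm / Read-out basis: percent inhibition scaled between no-compound controls and no-enzyme blanks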
Wee1 degr inh: blocks degradation of human Wee1 kinase; reporter increase, % at 5 µM; P30291; HeLa Luc-Wee1K328M stability, luciferase luminescence; 100% = proteasome inhibitor MG132 effect; 220,000 tested, 1.2% active;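 active = activation above the mean of all tested compounds plus 3 SD, set per screening run, cut at about 8.8% in these data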;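 also: cells exposed to compound for 20 h before luminescence read; 0% = DMSO alone and 100% = MG132 at 30 µM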
Runt-SMMHC FRET: Runt domain-CBFb-SMMHC interaction inhibition; Cerulean-Runt/Venus-CBFb-SMMHC FRET ratio 530/480, 1 h; inhibition, % at 20 µM; 220,000 tested, 0.74% active;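 active = mean inhibition across duplicate retests at 20 µM reaching about 50%, limit read from the data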;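 also: 0% = DMSO wells and 100% = wells with excess untagged CBFb-SMMHC; inhibitors lower the FRET ratio by blocking Runt binding to CBFb-SMMHC; some results filed as inactive read as strong as hits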
FXIIa inh: inhibitors of human coagulation factor XIIa; P00748; purified FXIIa, Boc-QGR-AMC fluorogenic substrate, 2 h; inhibition, % at 5 µM; 220,000 tested, 0.3% active; in the data active = inhibition above about 40%;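 also: 0% = enzyme with no compound and 100% = blank without enzyme; many of its hits are not listed in these tables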
KLK5 inh: blocks human kallikrein 5 protease activity; inhibition, % at 5 µM; AID 873; 210,000 tested, 0.59% active; Q9Y337; recombinant hK5, fluorogenic AMC substrate cleavage;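 active = inhibition of 40% or more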;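 also: 0% = enzyme controls without compound and 100% = no-enzyme blanks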
Target sequence (Q9Y337 67-293 limits assumed): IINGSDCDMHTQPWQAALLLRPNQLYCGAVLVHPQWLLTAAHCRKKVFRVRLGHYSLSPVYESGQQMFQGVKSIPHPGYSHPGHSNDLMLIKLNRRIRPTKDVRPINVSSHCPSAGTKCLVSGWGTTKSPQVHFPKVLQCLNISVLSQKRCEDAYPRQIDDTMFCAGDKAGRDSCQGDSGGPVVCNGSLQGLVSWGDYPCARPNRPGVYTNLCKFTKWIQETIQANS
FXIa inh: inhibitors of human coagulation factor XIa. P03951. purified FXIa, Boc-Glu-Ala-Arg-AMC fluorogenic substrate. 220,000 tested, 0.14% active. inhibition, % at 5 µM;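 active = inhibition of at least 40%; inactive = inhibition below 40%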;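 also: fluorescence of freed AMC excited at 355 nm; 0% = enzyme without compound and 100% = no enzyme blank; many of its hits are not listed in these tables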
Target sequence (P03951 19-387 limits assumed): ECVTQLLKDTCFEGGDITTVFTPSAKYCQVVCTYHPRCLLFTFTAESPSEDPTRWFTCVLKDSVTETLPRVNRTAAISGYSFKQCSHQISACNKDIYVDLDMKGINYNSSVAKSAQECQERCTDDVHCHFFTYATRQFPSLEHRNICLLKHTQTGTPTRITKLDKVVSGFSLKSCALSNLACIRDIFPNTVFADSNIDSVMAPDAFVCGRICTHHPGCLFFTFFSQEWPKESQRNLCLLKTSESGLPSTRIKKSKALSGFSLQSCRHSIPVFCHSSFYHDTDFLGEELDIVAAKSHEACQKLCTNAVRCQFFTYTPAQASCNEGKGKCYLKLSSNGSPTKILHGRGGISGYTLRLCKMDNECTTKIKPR
Target sequence (P03951 388-625 limits assumed): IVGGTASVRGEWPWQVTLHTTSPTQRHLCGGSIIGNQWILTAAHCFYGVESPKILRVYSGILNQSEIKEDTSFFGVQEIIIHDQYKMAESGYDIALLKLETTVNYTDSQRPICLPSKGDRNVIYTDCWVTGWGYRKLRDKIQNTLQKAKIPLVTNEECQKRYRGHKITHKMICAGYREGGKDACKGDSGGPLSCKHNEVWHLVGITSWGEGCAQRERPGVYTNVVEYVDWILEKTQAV
Runt-CBFb FRET: inhibitors of human RUNX1 Runt domain binding to CBFb; Cerulean-Runt/Venus-CBFb FRET ratio 530/480, 1 h; Q01196+Q13951; inhibition, % at 20 µM; 220,000 tested, 0.46% active;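 active = inhibition over about 50% at 20 µM in the single-dose screen, limit read from the data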;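 also: 0% = DMSO wells and 100% = excess unlabeled CBFb competitor control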
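test system = Cerulean-Runt domain fusion protein, energy donor | probe or stimulus = Venus-CBFb binding partner, 100 nM | incubation = two 1 h room-temperature incubations shielded from light | detection = fluorescence energy transfer, 422 nm excitation, 530/480 nm emission | measure = loss of energy transfer signal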
Hck-Nef inh: human Hck-Nef kinase inhibition | Recombinant Hck-YEEI plus Nef, Z-Lyte FRET kinase assay | inhibition, % at 20 µM | 220,000 tested, 0.68% active | P08631;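 active = Hck-Nef kinase inhibition above about 50%, limit read from the data; inactive = inhibition below that limit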;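 also: 0% = DMSO with Hck plus Nef and 100% = Hck alone without Nef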
* marks the source's active call; other numbers are inactive results; x = no result given; [ ] = remark or other dose.

SMILES	14-3-3 Bad PPI	thrombin 1536	Wee1 degr inh	Runt-SMMHC FRET	FXIIa inh	KLK5 inh	FXIa inh	Runt-CBFb FRET	Hck-Nef inh
O=C(Nc1cc(N2CCOCC2)ncn1)c1ccccc1	0.1	-1.4	1.7	-0.6	8.0	-6.0	-5.3	0.7	-0.4
CC(C)(C)OC(=O)N[C@@H](Cc1ccccc1)C(=O)NCC1CCC(C(=O)O)CC1 (some centres undefined)	4.9	-1.5	2.0	1.3	6.8	1.4	1.0	0.1	20.4
c1ccc(CNc2nc3ccccc3[nH]2)cc1	-1.2	-4.2	-2.5	2.7	14.2	-16.3	3.0	-0.2	0.2
Cc1cc(C)n(C(=O)c2ccc([N+](=O)[O-])cc2N)n1	-8.5	-2.2	-1.8	-6.5	11.9	0.6	-1.8	-1.6	20.1
O=C(NCCC1=CCCCC1)C(c1ccccc1)c1ccccc1	-17.7	-1.5	-1.3	0.1	9.6	0.8	-0.1	-4.1	1.5
CCC(C)(C)NC(=O)CN(C(=O)c1snc(C(N)=O)c1N)c1ccc2nc(C)sc2c1	13.9	-7.4	-0.9	3.4	9.3	4.5	6.1	-3.7	15.3
CCNC(=S)N/N=C/c1sc(N2CCCCC2)nc1-c1cccs1	-15.3	-2.5	0.0	-56.4	6.7	-46.5	-15.6	-16.7	2.9
Clc1cccc(C2=NOC(c3nnc(-c4ccccc4)o3)C2)c1 (centres undefined)	0.6	-5.3	x	0.0	1.2	-3.7	-4.2	-0.7	17.6
Cc1ccc(/C=N/NC(=O)CNC(=O)COc2ccccc2)cc1	7.3	-11.8	-2.0	-0.1	6.0	-5.6	8.2	1.8	3.0
CCOC(=O)CSc1nc2cc(C(=O)OC)ccc2c(=O)n1CCN1CCOCC1	-13.2	3.9	-2.4	-1.8	18.8	-0.2	7.7	-4.5	0.6
CSc1nc2[nH]ncc2c(=O)[nH]1	-9.2	-5.6	2.8	1.4	0.7	-16.9	-1.1	-2.1	3.1
CC(Sc1nc(N)cc(=O)[nH]1)C(=O)Nc1sc2c(c1C#N)CCCC2 (centres undefined)	-6.8	-3.1	3.0	-2.7	7.6	2.6	0.1	-1.2	20.3
O=C(COC(=O)C1CCN(S(=O)(=O)c2cccs2)CC1)Nc1ccccc1Br	-18.2	-10.1	-0.1	-1.6	9.2	-1.6	-0.5	0.4	23.7
O=C(COc1ccccc1)N1CCN=C1c1ccccc1	-10.8	-11.3	0.7	-2.7	-5.4	-6.2	-4.0	0.3	5.9
Nc1ccc(Nc2ccccc2)c(Cl)c1	-4.2	3.0	-0.7	-6.8	-4.0	-14.6	3.7	0.8	1.6
CCOC(=O)N/N=C\C=C\c1ccc2c(c1)OCO2	-17.8	-4.0	5.9	-1.8	7.6	-21.0	0.8	-0.2	3.3
CCOC(=O)COc1ccccc1/C=C1\NC(=O)NC1=O	-0.8	4.9	0.8	-0.2	5.6	-4.7	2.3	x	11.0
COc1ccccc1C1=NOC(COc2ccc3c(C)cc(=O)oc3c2)C1 (centres undefined)	7.1	-5.8	1.6	1.7	-9.2	14.5	-3.4	1.3	-6.8
CCOC(=O)COc1ccc(S(=O)(=O)NCc2cccnc2)cc1	-1.0	-5.9	4.4	3.1	16.6	-17.2	-0.2	0.4	-2.1
O=C(CSc1nnc(C2COc3ccccc3O2)o1)N1CCCc2ccccc21 (centres undefined)	-2.0	1.3	1.2	3.8	-9.2	-47.4	-11.5	1.0	1.6
CCOC(=O)c1c(NC(=O)/C=C/C(=O)O)sc(C)c1-c1ccc(Cl)cc1	2.2	-6.1	4.8	-4.8	x	-2.6	-4.3	-6.2	107.4*
O=C(CSc1ccccc1)NCc1ccccn1	-9.7	-6.0	-0.7	6.0	0.2	-13.9	-2.4	-0.3	4.9
O=C(COC(=O)c1cccnc1Nc1ccccc1F)NC1CC1	-1.1[fluorescence artefact?]	-1.7	-0.8	-1.9	7.9	-22.0	9.3	0.3	-1.1
COCCCn1c(SCC(=O)Nc2ccc3c(c2)OCCO3)nnc1-c1ccoc1C	4.2	-6.5	0.1	0.7	6.4	5.6	-3.8	-0.4	2.9
NC(=O)c1ccccc1NC(=O)NC1CCCCC1	-1.0	-1.5	10.5*	1.1	10.3	-7.3	-1.1	-0.2	0.2
CSCC(O)Cn1[nH]c(=O)c2cc(Cl)c(Cl)cc2c1=O (centres undefined)	32.2	-1.8	-1.5	-0.7	7.2	-1.2	3.1	0.6	9.7
CC(=O)Nc1ccc(S(=O)(=O)c2ccc(N)cc2)cc1N	-2.2	-10.8	1.1	2.0	1.1	-33.9	-5.1	1.1	-0.2
O=c1c(O)c(-c2ccc(O)cc2O)oc2cc(O)cc(O)c12	57.3	x	1.5	-189.4	9.2	-92.1	8.6	-109.8	17.8
O=C(Cn1cnc2ccccc21)NCc1ccccc1	-5.4	-6.3	3.2	-2.4	3.9	-5.4	-8.9	-0.5	6.7
O=C(COC(=O)/C=C/c1cccs1)NC(=O)Cc1ccccc1	4.5	1.7	-0.8	4.5	1.1	-10.5	-0.9	1.5	7.3
COc1ccc(-n2c(Cc3cc(=O)[nH]c(=O)[nH]3)nnc2SCC(=O)N2CCCC2)cc1	5.5	-2.1	-1.1	-1.4	24.7	-29.0	19.4	0.1	1.7
N#Cc1c2c(c(Nc3ccc(O)cc3)n3c1nc1ccccc13)CCC2	-4.6	35.3	7.0	-16.7	11.8	44.2*	-0.4	0.8	-0.4
CNC(=O)C1CCN(C(=O)c2ccc(-c3ccccc3)cc2)CC1	-7.9[fluorescence artefact?]	-5.1	-1.0	-3.9	-6.8	6.2	-8.0	1.9	0.3
COc1cc(CNc2ccc(CNc3ncn[nH]3)cc2)cc(Cl)c1OCc1ccccc1	-0.7	-5.0	-1.8	-3.5	9.1	1.4	1.2	-2.0	0.9
N#C/C(=C\c1cccc([N+](=O)[O-])c1)c1nnc2n1CCCCC2	-16.3	-8.2	-1.1	1.4	7.8	-9.3	0.4	1.6	3.1
CCC(C)C(=O)Nc1ncc2c(n1)CC(c1cccs1)CC2=O (centres undefined)	3.0	-8.6	0.3	-2.0	4.1	2.7	-2.1	-0.2	2.7
CN1CCCCc2c1[nH]c1ccccc1c2=O	15.9	0.5	3.2	-66.3	12.1	-25.7	10.1	-1.8	-1.1
COCCOC(=O)C1=C(C)Nc2nc(C)nn2C1c1ccc(F)cc1 (centres undefined)	-6.7	-4.0	-2.9	0.8	5.0	5.4	-14.0	-0.4	0.6
CC(C)(C)OC(=O)NCCc1nnc(SCc2ccc(Cl)cc2Cl)o1	-4.4	-4.7	0.9	-2.3	-0.9	-1.9	-9.3	-7.2	-0.8
Cc1cc([N+](=O)[O-])nn1CC(=O)Nc1c(C)n(C)n(-c2ccccc2)c1=O	-12.9	-5.6	-1.1	0.4	11.3	4.7	1.6	1.2	19.6
COC(=O)Cc1c(C)nc2nc(-c3ccc(Cl)cc3)[nH]n2c1=O	-5.3	-5.3	-0.2	0.3	4.5	-2.7	-6.7	2.8	3.4
O=C(CC1SC(=Nc2ccccc2)N(CCc2ccccn2)C1=O)Nc1ccc(F)cc1 (centres undefined)	1.5[fluorescence artefact?]	-8.5	0.1	-3.6	11.4	-11.9	0.8	-2.0	0.0
O=C(Cn1nc(-c2ccccc2)c2ccccc2c1=O)Nc1cccc(O)c1	-10.2	-3.2	2.7	-49.1	6.7	9.6	0.2	0.1	-13.0
CCC(C)[C@H](NC(=O)NC1CCN(Cc2ccccc2)CC1)C(=O)OC (some centres undefined)	8.3	3.7	-0.8	1.6	6.8	-6.3	5.6	-8.0	0.7
N#Cc1ccc(N2C(=O)[C@@H]3C(C(=O)c4ccc5ccccc5n4)=NN[C@@H]3C2=O)cc1	5.3	8.0	-1.2	13.5	9.4	2.4	6.0	17.2	-0.8
Cc1cccc(N(C(=O)Nc2ccccc2)C2=NCC(C)S2)c1 (centres undefined)	-15.4	-3.5	-1.5	-4.4	10.1	-10.9	1.9	0.9	1.5
O=C(c1ccccc1)N1CCN(C2C3CC4CC(C3)CC2C4)CC1 (centres undefined)	-6.9	-6.0	-0.3	1.0	9.8	-23.5	-3.5	2.2	2.2
CCN(CC)S(=O)(=O)c1cccc(-c2n[nH]c(=S)n2/N=C/c2ccc(C(=O)OC)cc2)c1	-26.8	2.7	3.1	0.6	11.3	-16.2	9.3	-15.6	8.5

Structural class, those above with an aryl methoxy group.
SMILES	14-3-3 Bad PPI	thrombin 1536	Wee1 degr inh	Runt-SMMHC FRET	FXIIa inh	KLK5 inh	FXIa inh	Runt-CBFb FRET	Hck-Nef inh
COc1ccccc1C1=NOC(COc2ccc3c(C)cc(=O)oc3c2)C1 (centres undefined)	7.1	-5.8	1.6	1.7	-9.2	14.5	-3.4	1.3	-6.8
COc1ccc(-n2c(Cc3cc(=O)[nH]c(=O)[nH]3)nnc2SCC(=O)N2CCCC2)cc1	5.5	-2.1	-1.1	-1.4	24.7	-29.0	19.4	0.1	1.7
COc1cc(CNc2ccc(CNc3ncn[nH]3)cc2)cc(Cl)c1OCc1ccccc1	-0.7	-5.0	-1.8	-3.5	9.1	1.4	1.2	-2.0	0.9

Next part
SMILES	14-3-3 Bad PPI	thrombin 1536	Wee1 degr inh	Runt-SMMHC FRET	FXIIa inh	KLK5 inh	FXIa inh	Runt-CBFb FRET	Hck-Nef inh
COc1ccc2c(=O)c(Oc3ccc(C(=O)O)cc3)c(C(F)(F)F)oc2c1	0.8	-1.2	-2.7	-5.6	13.1	12.7	0.5	-2.1	1.7
CCOC(=O)C1(P(=O)(c2ccccc2)c2ccccc2)CCC1	-0.4	-0.8	-0.4	-0.8	3.4	-12.9	-11.1	3.6	-16.7
O=C(CCCN1C(=O)/C(=C/c2cccs2)SC1=S)Nc1ccccn1	-1.0	-7.8	4.5	-4.6	10.3	6.5	5.4	0.9	9.6
O=C1C=C(NC2CCCC2)CC(c2ccccc2)C1 (centres undefined)	-11.7	3.2	-1.3	-0.1	5.8	-0.3	8.5	1.6	20.4
COc1ccc2c(C)c(C(=O)O)oc2c1	1.8	-7.9	-0.3	3.2	6.8	-20.7	-4.3	2.4	2.7
O=C(c1cnn2c(C(F)F)cc(C3CC3)nc12)N1CCCC1	1.5	5.3	-0.7	-1.4	16.4	1.9	7.3	-0.6	-1.6
CCN(C(=O)CSc1nc2cc(C(F)(F)F)ccc2n1Cc1ccccc1)C1CCS(=O)(=O)C1 (centres undefined)	-11.2	1.1	2.7	-7.1	9.2	-11.7	7.7	-7.7	3.6
O=C(COC(=O)C1CC(=O)N(c2nc(-c3ccccc3)cs2)C1)c1ccccc1 (centres undefined)	-5.1	7.7	-1.7	-3.3	20.8	4.9	19.7	-3.1	-4.0
Cc1cc2cc(CN(Cc3ccco3)S(=O)(=O)c3c(C)ccc4nsnc34)c(=O)[nH]c2cc1C	-2.8[fluorescence artefact?]	-2.7	-0.2	-2.7	7.4	-12.0	-6.3	5.7	2.0
COc1cccc2cc(C(=O)N3CCN(c4ccc(C)cc4C)CC3)c(=O)oc12	2.0[fluorescence artefact?]	-3.1	-3.0	-2.2	10.2	-6.6	6.2	0.8	14.2
O=C(COC(=O)c1ccc(N2CCOCC2)c([N+](=O)[O-])c1)Nc1ccc2c(c1)OCO2	19.5[fluorescence artefact?]	-3.7	-2.2	3.9	3.6	-3.7	-2.2	-1.4	-0.4
